# Screens: PubChem BioAssay, National Center for Advancing Translational Sciences (NCATS)
# Pf Dd2 inh: blocks in vitro growth of P. falciparum Dd2; P. falciparum Dd2 growth, SYBR Green, 72 h; Potency, µM (highest dose often 28.9 µM), for inactives: at the highest dose activity, negative = inhibition, hits mostly inhibitors; 4.3% of 120,000 active; active = well fitted inhibition curve with a large enough effect; inconclusive = small, poorly fitted or top-dose-only effect; inactive = no such curve, though single readings can be large or run the other way;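 also: plate controls were DMSO vehicle for no effect and reference drug for full effect; nearly all actives have a fitted effect of over 65% in size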
#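 Readout: SYBR Green fluorescence, 485 nm excitation, 535 nm emission, after ~16 h lysis at 37C. Before that, Dd2-infected red cells (2.5% hematocrit) grew 72 h with compound, 29 uM top final concentration.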
# * marks the source's active call; other numbers are inactive results; i = inactive; ? = inconclusive; [ ] = remark or other dose. Potency is read from the fitted curve at half-maximal effect. Only part of the results is shown. The share of hits here may be higher or lower than overall.
SMILES,Pf Dd2 inh
COc1cc(CN2CCN(S(=O)(=O)c3ccc(F)cc3)CC2)cc(OC)c1OC,-17%
CC1=C(C(=O)Nc2ccc(C)cc2C)C(c2ccc[nH]2)n2ncnc2N1 (stereo not given),29%
Cc1ccc(C(=O)NCC(c2ccco2)S(=O)(=O)c2ccccc2)cc1C (stereo not given),47%[activator][5.79 µM]
CC1=C[C@@H](CN(C)CCN(C)C)[C@H](C(C)C)C[C@H]1Cc1nnc(-c2ccccc2)o1,3.5µM*
CN(Cc1ccccn1)c1ccc(-c2nc(Cc3ccc(F)cc3)no2)cn1,-27%
Cc1nc(-c2cccs2)cc([C@H]2CN3CC[C@H]2C[C@@H]3CNC(=O)c2ccc(N(C)C)cc2)n1,7.1µM*
O=C(Nc1c2c(nn1-c1ccc(Cl)cc1)CS(=O)(=O)C2)c1cccc(F)c1,?
Cc1cc(C)c(NC(=O)CSc2nccn2Cc2ccco2)c(C)c1,78%[activator]
COc1ccc(CC(=O)N2CCc3cc(OC)c(OC)cc3C2COc2ccc(F)cc2)cc1 (stereo not given),?
CCOC(=O)Cn1c(=O)oc2cc(S(=O)(=O)NCc3ccc(F)cc3)ccc21,-2%
CCCNC(=O)N1CCCC(c2nc(-c3cccnc3)no2)CCNC(=O)CC1 (stereo not given),10%
O=C(c1ccc(Cl)s1)N1CCC2(CC1)CN(c1ccncn1)CC2CO (stereo not given),?
O=C(c1cn[nH]c1)N1CC2(CN(Cc3cccc(OC(F)(F)F)c3)CC2COc2ccccc2)C1 (stereo not given),i
O=C(c1ccccc1)N1CCCC(c2nn[nH]n2)C1 (stereo not given),50%[activator]
Cc1ccc(-c2cc(N3CCCN(C(=O)c4cccs4)CC3)n[nH]2)cc1C,i
CC(C)(C)OC(=O)N1CC(Nc2cccc(Oc3ccccc3)c2)C1,?
COC[C@H]1C[C@@H](NC(=O)CC(C)(C)C)[C@H](O)[C@@H]1O,19%[44.1 µM]
CC1=NS(=O)(=O)N(C)C=C1C(=O)OCc1nc(-c2cccc(C)c2)no1,54%[activator]
O=C(NCc1ccc(F)cc1)[C@H]1CN(Cc2ccccc2)C[C@H]1C(=O)O,-13%
COc1ccc(S(N)(=O)=O)cc1C(=O)NCc1cccnc1-n1ccnc1,-18%
N#Cc1cccc(-c2ccnc(N[C@H]3CO[C@H]4[C@@H]3OC[C@H]4OC(=O)NC3CCCCC3)n2)c1,i
COc1ccc(N2CCN(C(=O)CCn3ccn4nc5c(c4c3=O)CCCC5)CC2)cc1,?
OCCC1CN(c2cc(C(F)(F)F)ccn2)CCN1CC1CCCCC1 (stereo not given),13µM*
Cc1cnc(C(=O)N2CCC(Oc3cccnc3)C2)cn1 (stereo not given),3%
CCNC(=O)NC1(Cc2cc(-c3ccc(OC)cc3)on2)COC1,?

# (list continues)
SMILES,Pf Dd2 inh
Cc1cccc(-n2nc(C)c(CCC(=O)NC3CC3)c2Oc2ccccc2)c1,i
O=C(c1ccco1)N1CCC(Nc2cccnc2)C1 (stereo not given),50%[activator][5.79 µM]
COc1cc(C(=O)N2CCCN(c3cc(-c4ccc(F)cc4)[nH]n3)CC2)cc(OC)c1OC,i
CC(C)(Oc1nn(Cc2cccc(Cl)c2)c2ccccc12)C(=O)NCCN1CCOCC1,?
c1ccc(CCc2nc3nccc(-c4ccccn4)n3n2)cc1,i
O=C(CCc1c[nH]c2ccccc12)NCC12CCCC=C1N(CC1CC1)C(=O)CC2 (stereo not given),?
CCOC(=O)c1c(C)oc2ccc(N(C(=O)c3ccncc3)S(=O)(=O)c3ccc(F)cc3C)cc12,-2%
CCN(CC)Cc1cnc2c(C(=O)N[C@H](C(N)=O)C(C)C)cnn2c1,6%
COc1ccc(CNC(=O)c2cnc3c(c2)N(C(=O)CCc2ccccc2)CCC3)cc1OC,?
O=C(c1ccoc1)N1CCC(CCOc2ccc(F)cc2)C1 (stereo not given),i
COc1ccc(C2=NOC3(CCN([S+](=O)([O-])c4ccccc4)C3)C2)cc1 (stereo not given),i
O=C(Cn1nc2c(cc1=O)CCCC2)NC1CCN(Cc2ccccc2)CC1,0%
COCCNS(=O)(=O)c1ccc2c(c1)CN(C(=O)Cn1cncn1)CC2,-17%
OC[C@@H]1O[C@H](CNC2CCOCC2)[C@H](N2CCc3ccccc3C2)[C@@H]1O,6%
CC1=C[C@@H](CNC(=O)CC(C)(C)CC(=O)O)[C@H](C(C)C)C[C@H]1Cc1nc2c(C)cccc2[nH]1,-24%
CCc1noc(CC2CCOC3(CCN(S(=O)(=O)c4c(C)cc(C)cc4C)CC3)C2)n1 (stereo not given),?
CC(C)(C)c1cc(C(=O)N2CCN(c3ncccn3)CC2)nn2cccc12,-7%
Cc1ccc(S(=O)(=O)c2nnn3c2nc(NCc2ccc(F)cc2)c2sccc23)cc1C,i
COCc1nc(NCCCc2c(C)noc2C)cc(C2CC(N)C2)n1 (stereo not given),-6%
C=C[C@H]1CN2CC[C@H]1C[C@@H]2CNC(=O)c1ccc(F)c(Cl)c1,?
Cn1cc(CN2CCCCCCNC(=O)[C@@H]3CCC[C@@H]32)c2ccccc21,?
Cc1nc(-c2ccccc2)sc1CCNC(=O)C(=O)Nc1ccc2c(c1)OCCO2,0%
O=C([C@@H]1C[C@H](F)CN1C(=O)Nc1cccc(C(F)(F)F)c1)N1CCc2ccccc2C1,-23%
O=C(c1ccccc1Br)N(Cc1ccco1)Cc1ccco1,i
O=C(Cc1ccc(F)cc1)N1CCC2(CN[S+](=O)([O-])c3cccnc3O2)C1 (stereo not given),20%

# Molecules above with a furan ring, fused or not (six):
SMILES,Pf Dd2 inh
Cc1ccc(C(=O)NCC(c2ccco2)S(=O)(=O)c2ccccc2)cc1C (stereo not given),47%[activator][5.79 µM]
Cc1cc(C)c(NC(=O)CSc2nccn2Cc2ccco2)c(C)c1,78%[activator]
O=C(c1ccco1)N1CCC(Nc2cccnc2)C1 (stereo not given),50%[activator][5.79 µM]
CCOC(=O)c1c(C)oc2ccc(N(C(=O)c3ccncc3)S(=O)(=O)c3ccc(F)cc3C)cc12,-2%
O=C(c1ccoc1)N1CCC(CCOc2ccc(F)cc2)C1 (stereo not given),i
O=C(c1ccccc1Br)N(Cc1ccco1)Cc1ccco1,i

# Next part
SMILES,Pf Dd2 inh
CC1(C(=O)NCCN2CCCCC2)CCCCC(=O)N1 (stereo not given),?
COc1ccc(C(=O)N2CCCC3(C2)NC(=O)N(Cc2ccccc2)C3=O)cc1 (stereo not given),1%
O=C(c1cc[n+]([O-])cc1)N1CCC2(CCCN(CCC3CCCCC3)C2)C1 (stereo not given),i
O=C(NC1CCN(c2cc(-c3ccc(F)cc3)[nH]n2)C1)c1ccccc1 (stereo not given),-9%
O=C(C1CCCN(c2nc3ncccc3o2)C1)N1CCN(Cc2ccccc2)CC1 (stereo not given),?
COc1ccc(-c2c(C#N)c(SCC(=O)Nc3ccc(C)c(C)c3)nc(C)c2C(=O)Nc2ccccc2)cc1OC,?
O=C1NCCOCCN(S(=O)(=O)c2cccs2)[C@H]2CCC[C@@H]12,20%
CN1CCN(c2nc3c(c(=O)[nH]2)CCN(Cc2ccc(Br)cc2)CC3)CC1,87%[activator][5.79 µM]
Cc1cc2n(n1)CCCN2C(=O)Nc1cccc(C)c1C,8%
CCCCS(=O)(=O)N[C@@H]1CN(c2ncccn2)C[C@H]1CN(C)C,9%
Cc1cc(NC(=O)C(C)(C)Oc2nn(CCOc3ccccc3)c3ccccc23)n(C)n1,?
Cc1ccccc1Cn1c(C)c(CNCc2ccccc2)c(C(=O)O)c1C,16%
COc1ccccc1CNC(=O)CN1CCC(O)(c2ccc(F)cc2)CC1,-23%
CC(C)(C)NC(=O)N1CCCN(C(=O)C2CC2)C(c2ccccc2)CC(=O)NCC1 (stereo not given),-12%
CN(Cc1cccn1C)Cc1ccnn1C,i
O=C(NCCc1ccncc1)c1cccc2c1CCN2C(=O)Nc1ccc(F)cc1,i
Cn1cccc1C(=O)NC1CCN(C(=O)N2CC3CC(C2)[C@H]2CCCC(=O)N2C3)CC1 (stereo not given in full),i
COc1cc(OC)cc(-c2onc(C)c2C(=O)NC2Cc3ccccc3C2)c1,-20%
O=C(NCc1ccccc1)C(=O)Nc1c2c(nn1-c1ccccc1)CSC2,-23%
O=C(NC[C@H]1Cn2c(-c3ccc4c(c3)OCO4)cnc2CO1)Nc1ccccc1,-27%[44.1 µM]
Cc1nc(N2CCC(NC(=O)C3CCCO3)CC2)cc(C(F)(F)F)n1 (stereo not given),i
O=C(CCn1cncn1)N1CCc2[nH]nc(-c3cccc4ccccc34)c2C1,-1%
O=C(NCCn1ccn2nc(-c3ccc(F)cc3)cc2c1=O)c1ccsc1,i
CN(C)c1cccc(C(=O)N2CCC3(CC2)NC(=O)N(c2cccc(Cl)c2)N3)c1,-11%
CN1CCCN(c2ccc(C(=O)N3CCC(N4CCOCC4)CC3)cn2)CC1,-19%

# Fetched by compound from the entries so far:
SMILES,Pf Dd2 inh
O=C(NCCn1ccn2nc(-c3ccc(F)cc3)cc2c1=O)c1ccsc1,i
O=C1NCCOCCN(S(=O)(=O)c2cccs2)[C@H]2CCC[C@@H]12,20%
COc1cc(OC)cc(-c2onc(C)c2C(=O)NC2Cc3ccccc3C2)c1,-20%

# (continued)
SMILES,Pf Dd2 inh
Cc1ccc(C(=O)NC(C(=O)N2CCCCC2)C2CCN(C(=O)C(C)C)CC2)cc1 (stereo not given),?
COc1ccc(Cc2nc3ccc(C(=O)NCc4ccccc4Cl)cc3o2)cc1,i
Cc1ccoc1-c1nc2ccncc2[nH]1,-3%[44.1 µM]
O=C1CC(c2ccccc2)N(C(=O)CNS(=O)(=O)c2ccc3c(c2)OCCO3)CCCCCN1 (stereo not given),i
COCCN1C(=O)c2ccccc2C(C(=O)Nc2ccc(F)cc2)C12CCCC2 (stereo not given),?
O=C(Cc1cccs1)N1CCc2nn(CC3CC3)c(=O)n2CC1,-29%
OC1CCOC2(CCNCC2)C1 (stereo not given),28%
CCOC(=O)c1noc2ncn(CC(=O)Nc3ccc(F)cc3Cl)c(=O)c12,31%[activator]
COc1ccc(-c2cc(N3CCCC(NC(=O)c4cccn4C)C3)n[nH]2)cc1 (stereo not given),-4%
CC(C)c1nn2c(=O)cc(COC(=O)c3cccc(NC(=O)COc4ccc(F)cc4)c3)nc2s1,?
COc1ccccc1CNC[C@H]1O[C@@H]2C[C@@H](CC(=O)N3CCC(F)(F)C3)O[C@@H]2[C@@H]1O,14%[44.1 µM]
COCCN1C(=O)[C@H]2CN(Cc3cc(F)cc(F)c3)C[C@H]2C1=O,11%
COCCNC(=O)c1c(C)oc2nc(C)nc(N3CCOCC3)c12,52%[activator]
CCN(CC)C(=O)N1C[C@H](NC(=O)CCc2csc(N)n2)[C@@H](C2CC2)C1,-16%
CC(=O)N1CCN(c2nc3c(s2)CC(C(=O)NCc2cccc(Cl)c2)CC3)CC1 (stereo not given),?
COc1ccc(CCNC(=O)c2cnn(-c3cccc(C)c3)c2C2CCN(C(=O)OC(C)(C)C)CC2)cc1OC,11µM*
O=C(C1CCCCC1)N1CCC2(CN[S+](=O)([O-])c3cnccc3O2)C1 (stereo not given),20%
O=C(c1cccn1-c1nnc(N2CCCC2)s1)N1CCN(c2ccc(Cl)cc2)CC1,17%
COc1ccc(C(=O)N2CCCC(CNC(=O)c3ccc(F)cc3)C2)cc1OC (stereo not given),1%
CCn1c(CN2CCN(c3nc4ccccc4s3)CC2)nnc1C1CC(N)C1 (stereo not given),-26%
O=C1Cc2c(-c3cccc(N4CCOCC4)c3)n[nH]c2CN1Cc1ccccn1,?
CCC(=O)N1CCc2sc(C(=O)NCc3ccc(Cl)cc3)cc2C1,i
Cc1cc(C)c(Cn2c(=O)n(CCC(=O)NCCc3ccccc3)c(=O)c3ccccc32)c(C)c1,32%[activator]
Cc1nc(N2CCCCCC2)ncc1C(=O)O,11%
O=C(NCc1ccco1)N[C@@H]1CCOC[C@H]1OCc1ccccc1,-27%

# Additional structures.
SMILES,Pf Dd2 inh
COc1cccc(CCNC(=O)c2c(C)noc2-c2cc(OC)cc(OC)c2)c1,?
COCCN1C(=O)CS(=O)(=O)C12CCN(C(=O)c1ccc(Cl)cc1)CC2,12%
CCCC1=Nc2cc(C(=O)NCCCN3CCCCC3CC)ccc2Sc2ccc(C)cc21 (stereo not given),?
NC(=O)C1CCN(CC[C@H]2CN(C(=O)Nc3ccc(C(F)(F)F)cc3)CC[C@H]2CC(=O)O)CC1,1%
CC(c1cc2ccccc2[nH]1)N(C)C(=O)C1CCN(CC(N)=O)CC1 (stereo not given),?
CCOC(=O)C1CCCN(C(=O)c2cc3c(=O)n(C)c4ccccc4c3s2)C1 (stereo not given),-5%
O=C(NC1CCCCC1)N1C[C@@H]2C[C@H](C1)c1c(-c3cncnc3)ccc(=O)n1C2,19%[44.1 µM]
Cc1nc(N2CCCCC2)n(CC(=O)Nc2cccc(Br)c2)c(=O)c1C,i
O=C([C@H]1CN2CCC1C[C@@H]2Cn1cc(CCO)nn1)N1CCCC1 (stereo not given in full),0%[44.1 µM]
COc1ccccc1NC(=O)CSc1oc(-c2cccs2)nc1S(=O)(=O)c1ccccc1,-4%
O=C1NCc2ccccc2CC12CCCCN2CC1CC=CCC1 (stereo not given),?
COc1ccc2c(c1)c1c(c(=O)n(CCc3ccccc3)c(=O)n1Cc1ccccc1)n2C,i
Cc1ccc2c(CC(=O)N3CCN(c4cccc(Cl)c4)CC3)coc2c1C,-20%
COCCn1ncc(N2CCC(NC(=O)c3ccc(OC)c(F)c3)CC2)cc1=O,-23%
Cc1cccc2sc(N(Cc3cccnc3)C(=O)C3COc4ccccc4O3)nc12 (stereo not given),i

# Looked up above.
# Value of NC(=O)C1CCN(CC[C@H]2CN(C(=O)Nc3ccc(C(F)(F)F)cc3)CC[C@H]2CC(=O)O)CC1 under Pf Dd2 inh: 1%
# Value of COCCN1C(=O)CS(=O)(=O)C12CCN(C(=O)c1ccc(Cl)cc1)CC2 under Pf Dd2 inh: 12%
# Value of COc1ccccc1NC(=O)CSc1oc(-c2cccs2)nc1S(=O)(=O)c1ccccc1 under Pf Dd2 inh: -4%
